Compound activity deposited in PubChem by National Center for Advancing Translational Sciences (NCATS).
Vif-APOBEC3G blk – Vif-A3G binding inhibition. 410,000 compounds, 0.076% hits. Potency, µM (top dose mostly 46.1 µM), for inactives: at the highest dose activity, negative = active, usual class: inhibitors. Q9HC16. AID 602310. HeLa A3G-eYFP + Vif (tagged APOBEC3G with the HIV-1 protein that degrades it), YFP fluorescence, overnight;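 further: potency means the concentration at half of the fitted maximal effect; on the % scale 0 is the no-effect control and ±100 the full control effect; nearly all actives have a fitted effect of over 60% in size; hits raise eYFP signal because A3G escapes Vif-driven loss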
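HeLa cells stably expressing Vif and C-terminally eYFP-tagged A3G, seeded overnight at 37 deg C, then exposed to compound by pintool overnight at 37 deg C. Rise in yellow fluorescence (Ex 488/Em 500-530, Acumen) marks blocked Vif-driven A3G degradation.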
Vif-APOBEC3F blk – Vif-A3F binding inhibition. HeLa A3F-eYFP + Vif (tagged APOBEC3F with the HIV-1 protein that degrades it), YFP fluorescence increase. Potency, µM (doses to about 46.1 µM), inactives show at the top dose activity, negative = active. 390,000 compounds, 0.2% hits. AID 602313; further: potency means the concentration at half of the fitted maximal effect; % of control where 0% means no effect; nearly all actives have a fitted effect of over 65% in size
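HeLa cells stably expressing A3F-eYFP plus Vif, plated and incubated overnight at 37 deg C, then exposed to compounds overnight at 37 deg C. Blocked degradation read as raised yellow fluorescence (Ex 488/Em 500-530).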
TrxR1 substrate – substrates of rat thioredoxin reductase 1; purified TrxR1 substrate turnover, NADPH consumption readout; 390,000 compounds, 0.01% hits; O89049; Potency, µM (doses to about 114 µM), for the others: at the top dose activity change, negative = substrate turnover; further: potency means the concentration at half of the fitted maximal effect; on the % scale 0 is the no-effect control and ±100 the full control effect; nearly all actives have a fitted effect of over 50% in size
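Rat TrxR1, dispensed at 90 nM, was prereduced with 400 uM NADPH (final) for 5 min at ~22 deg C, then incubated with compound 15 min before 400 uM selenite. A first-read NADPH fluorescence drop versus no-compound background flagged substrates.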
RXFP1 ag – activates the human relaxin receptor RXFP1. Q9HBX9. HEK293T-RXFP1 cAMP TR-FRET, 30 min; response scale: percent of porcine relaxin response, buffer zero. Potency, µM (highest dose often 57.5 µM), for the others: at the highest dose activation, actives largely listed as activators. 370,000 compounds, 0.3% hits. AID 2676; further: potency means the concentration at half of the fitted maximal effect; on the % scale 0 is the no-effect control and ±100 the full control effect; nearly all actives have a fitted effect of over 60% in size; many of its hits are not listed in these tables
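HEK293T cells stably expressing RXFP1 were pretreated with the PDE4 inhibitor Ro 20174, exposed to compounds for 30 min at 37C, lysed, and cAMP was read by TR-FRET. Data normalized to buffer (basal) and 29 nM porcine relaxin (100%).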
IDH1 R132H inh – inhibitors of human mutant IDH1 R132H | O75874 | IDH1-R132H enzyme, NADPH consumption, diaphorase/resazurin fluorescence | Potency, µM (titrated, usually from 76.6 µM), for the others: top-dose activity change, negative = inhibition, most hits filed as inhibitors | 390,000 compounds, 0.093% hits; further: potency means the concentration at half of the fitted maximal effect; on the % scale 0 is the no-effect control and ±100 the full control effect; nearly all actives have a fitted effect of over 65% in size
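IDH1-R132H (0.5 ug/mL dispensed) in pH 7.5 Tris buffer was preincubated 30 min with compound, then given a substrate mix of 0.016 mM NADPH and 2 mM alpha-KG for 80 min at room temperature; remaining NADPH was read by diaphorase/resazurin fluorescence.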
USP1-UAF1 inh – inhibitors of human USP1/UAF1 deubiquitinase. O94782. recombinant USP1/UAF1, Ub-Rhodamine cleavage fluorescence. Potency, µM (doses to about 57.1 µM), for the others: at the top dose activity change, negative = inhibition, hits mostly inhibitors. 390,000 compounds, 0.23% hits. AID 743255; further: potency means the concentration at half of the fitted maximal effect; on the % scale 0 is the no-effect control and ±100 the full control effect; nearly all actives have a fitted effect of over 60% in size; inactives centre near -12
Target sequence (O94782 whole entry, looked up): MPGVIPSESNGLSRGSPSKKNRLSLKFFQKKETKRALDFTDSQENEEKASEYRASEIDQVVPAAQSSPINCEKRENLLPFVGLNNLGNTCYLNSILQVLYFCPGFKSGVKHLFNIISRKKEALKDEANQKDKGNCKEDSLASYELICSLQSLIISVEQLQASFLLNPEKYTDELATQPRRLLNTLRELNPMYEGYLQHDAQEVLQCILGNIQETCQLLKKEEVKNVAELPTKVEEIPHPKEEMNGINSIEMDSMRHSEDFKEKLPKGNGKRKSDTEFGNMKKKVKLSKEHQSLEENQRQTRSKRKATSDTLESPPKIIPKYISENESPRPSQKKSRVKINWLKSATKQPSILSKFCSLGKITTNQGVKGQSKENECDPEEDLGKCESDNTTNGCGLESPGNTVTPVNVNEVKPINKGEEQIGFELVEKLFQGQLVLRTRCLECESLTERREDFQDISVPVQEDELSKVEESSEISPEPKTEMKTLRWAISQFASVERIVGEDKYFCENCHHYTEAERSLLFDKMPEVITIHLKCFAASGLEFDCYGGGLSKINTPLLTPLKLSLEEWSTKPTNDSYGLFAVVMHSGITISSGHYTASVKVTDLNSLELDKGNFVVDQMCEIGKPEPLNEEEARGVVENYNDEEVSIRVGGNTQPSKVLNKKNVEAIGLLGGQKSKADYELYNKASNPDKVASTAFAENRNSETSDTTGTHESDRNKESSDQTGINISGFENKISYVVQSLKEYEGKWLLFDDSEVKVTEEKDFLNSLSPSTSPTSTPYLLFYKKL
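USP1/UAF1 complex at 1 nM was preincubated with compound for 15 min at room temperature, then Ub-Rho substrate (150nM final) was added. Fluorescence (480/540 nm) was read kinetically, 6 reads every 60 seconds.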
PI4K2A block – PI4K2A (human) kinase inhibition | Q9BTU6 | purified PI4K2A, ADP-Glo luminescence, 1 h; stronger effect = lower value | activity change, negative = inhibition, % at 76.9 µM | AID 1346378 | 420,000 compounds, 0.13% hits; in the data active means activity change below about -50%; inconclusive means mostly about -30% to -49%;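 further: -100% = wells without enzyme as full effect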
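PI4K2A activity was measured by ADP-Glo luminescence: enzyme (4 ug/mL stock) and phosphatidylinositol (1.2 mM stock) in Tris pH 7.5/MgCl2/EGTA/Triton X-100 buffer were reacted with ATP (300 microM stock) for one hour at ambient temperature.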
LDHA inh – inhibitors of human lactate dehydrogenase A. activity change, % (values are at about 110 or 230 µM). AID 1347041. purified LDHA, NADH/diaphorase-resazurin fluorescence; stronger effect = lower value. 480,000 compounds, 0.15% hits; in the data active means activity change below about -30%; inconclusive means mostly about -25% to -30%;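 further: plate controls were DMSO wells for no effect and wells without enzyme for full effect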
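Resorufin fluorescence (ex540/em590), read at 0 and 20 min after diaphorase/resazurin addition, reports the NADH left after a 5 min room-temperature reaction of 2 nM human LDH5 with 0.06 mM NADH and 0.2 mM pyruvate.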
GRP78 ERSR act – induces the endoplasmic reticulum stress response in human glioma cells | AID 602332 | U87-MG GRP78 promoter luciferase reporter, 16 h | 420,000 compounds, 0.02% hits | Potency, µM, for the others: at the highest dose activation, most hits filed as activators; further: potency means the concentration at half of the fitted maximal effect; series mostly up to about 76 µM; % of control where 0% means no effect; nearly all actives have a fitted effect of over 35% in size
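Stably transfected U87-MG human glioma cells carrying a GRP78-based luminescent sensor were seeded at 1000 cells/well, pin-dosed with compounds and incubated 16 h. Luciferase reagent was then added, and end-point luminescence was read after 10 min at room temperature.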
* marks the source's active call; other numbers are inactive results; u = inconclusive; x = no result given; & = joins results of further samples; [ ] = another dose, or the depositor's remark. Unless noted, the call rests on the fitted dose curve; in most records, active means well fitted curve in the direction sought with a large enough effect; inconclusive means small, poorly fitted or top-dose-only effect, or another doubt; inactive means no such curve, though single readings can be large; an effect the other way counts as inactive or inconclusive. Some of the compounds tested (hit frequency here may not be typical).

SMILES	Vif-APOBEC3G blk	Vif-APOBEC3F blk	TrxR1 substrate	RXFP1 ag	IDH1 R132H inh	USP1-UAF1 inh	PI4K2A block	LDHA inh	GRP78 ERSR act
COc1ccc(C2CC(=O)N(Cc3ccc(F)cc3)c3ccccc3S2)cc1OC (configuration not stated)	0%	5%	-7%	-1.5%	7%	-32%	11	0	-2%
CCN(c1ccc(NC(=O)CSCc2c(C)noc2C)cc1)C(C)C	-1%	-3%	-1%	2.3%	-4%	-21%	-6	-16	-7%
CN(C)c1ccc(-c2ccnc3c2CC(C)(C(=O)NCCc2ccccc2)O3)cc1 (configuration not stated)	-16%	x	x	x	x	x	-6	0	2%
COc1ccc(C2N3CC4(C)CN2CC(C)(C3)C4O)cc1 (configuration not stated)	0%	4%	7%[57.1 µM]	0.3%	-11%	-1%	1	-8	-5%
O=C(CCCCCNC(=S)Nc1ccc(Cl)cc1)C[N+](=O)[O-]	-2%	5%	3%[57.1 µM]	-0.5%	-8%	-18%	4	-15	-1%
O=C(NCCc1ccc(Cl)cc1)c1cc2ccccn2n1	6%	4%	4%	-3.6%	-2%	-15%	0	-6	3%
CCN1C(=O)/C(=C2\SC(=S)N(CCCOC)C2=O)c2ccccc21	3%	-5%	10%[57.1 µM]	2.6%	0%	-6%	-1	-3	-3%
O=C(Nc1ccccc1)c1cccc(NC(=O)c2ccco2)c1	0%	-14%	8%	x	-3%	-26%	6	-2	1%
C=CCn1c(=O)c(C(=O)NCc2ccc3c(c2)OCO3)c(O)c2cc(OC)c(OC)cc21	1%	-16%	10%[57.1 µM]	27%	6%	-19%	4	-2	-2%
O=C(OCC(=O)N1CCN(c2ccccc2)CC1)C1=COCCO1	2%	2%	9%	-0.5%	3%	-13%	3	0	1%
CCc1cccc(NC(=O)CN(c2ccc(C)cc2)S(=O)(=O)c2c(C)noc2C)c1	1%	10%	-1%	2.2%	-3%	-13%	-4	-1	-5%
CCN(CC)CCNC(=O)Cn1c(=O)c2cccn2c2ccc(F)cc21	1%	u	-19%[57.1 µM]	0.3%	3%	-6%	1	3	-4%
S=c1[nH]nc(-c2ccc(Cl)cc2)n1/N=C/C=C/c1ccco1	-4%	14%	-9%	1.2%	0%	-14%	-9	1	-3%
COc1ccc(-c2onc(C)c2-c2ccccc2)c(O)c1	-15%	-7%	-2%	0.0%	6%	-6%	4	-7	-4%
COc1cc(Cl)c(C)cc1NC(=O)c1cc(CN2CCOCC2)on1	-6%	-14%	-5%[57.1 µM]	0.1%	50%[activator]	-10%	1	1	-2%
O=C1C2C3C=CC(CC3)C2C(=O)N1c1ccc(Cl)cc1Cl (configuration not stated)	-1%	-8%	6%	-0.2%	15%	-21%	-17	-7	2%
CCOc1ccc(C(C)NC(=O)Cc2ccccc2F)cc1OCC (configuration not stated)	1%	7%	6%[57.1 µM]	0.0%	1%	-8%	-7	-5	-2%
O=C(c1cc(-c2cccs2)nc2ccccc12)N1CCN(c2ccccc2)CC1	-28%	5%	6%[57.1 µM]	2.6%	7%	-8%	0	-7	2%
Cc1cccc(NC(=O)CSc2ccc(-c3ccco3)nn2)c1	-3%	-4%	-8%	-0.5%	3%	5%	-6	0	-2%
CC(Sc1nc(=O)cc(N)n1CCc1ccccc1)C(=O)Nc1ccccc1C#N (configuration not stated)	2%	-3%	-1%	-0.6%	-7%	-20%	1	-1	-2%
C=CCn1c(NCCc2ccccc2)nc2c1c(=O)n(C)c(=O)n2C	1%	-1%	5%[57.1 µM]	0.9%	7%	-5%	-1	-2	-5%
CC1CCC(NC(=O)c2ccc3c(c2)N(Cc2ccccc2F)C(=O)c2ccccc2S3)CC1 (configuration not stated)	3%	0%	8%[57.1 µM]	-0.9%	11%	-7%	5	-5	-1%
Cc1cccc2nc(CNC(=O)CC3C(=O)NCCN3Cc3cccc(F)c3)cn12 (configuration not stated)	1%	7%	-2%	-0.1%	-13%	-14%	-1	-7	-5%
OCc1cccc(-c2csc(C(O)(c3ccccc3)C(F)(F)F)n2)c1 (configuration not stated)	-9%	x	x	x	x	x	2	-3	2%
O=C(NC(Sc1ccc(Cl)cc1)C(=O)O)c1ccccc1 (configuration not stated)	3%	-33%	x	x	-8%	3%	-4	-7	-2%
Cc1ccc(OCc2ccc(C(=O)NCC3CCCO3)cc2)cc1 (configuration not stated)	0%	0%	7%	1.6%	9%	-17%	-2	-2	0%
Cc1ccc(C(C(=O)NCC2CCCO2)N(Cc2ccccc2F)C(=O)Cn2nnc(-c3cccs3)n2)cc1 (configuration not stated)	3%	3%	-6%	0.1%	-4%	-20%	3	2	1%
Nc1nnc(SCc2cccc(C(F)(F)F)c2)s1	-1%	-3%	4%[57.1 µM]	-0.3%	0%	-6%	-2	-4	3%
O=C(O)/C=C/C(=O)Nc1ccccc1-c1ccccc1NC(=O)/C=C/C(=O)O	3%	17%	8%[57.1 µM]	0.0%	15%	-4%	0	-4	-2%
O=C(N/N=C/c1ccc(N2CCOCC2)s1)c1ccccc1Cl	-5%	-11%	-7%	3.6%	-6%	-23%	-2	-1	4%
Cc1ccc(OCc2nnc(SCC(=O)Nc3nccs3)n2-c2ccccc2)cc1C	0%	-1%	-6%	0.6%	3%	1%	2	-4	-2%
O=C(COC(=O)c1cccc(Br)c1)NC1CCCCCCC1	3%	3%	x	x	8%	-18%	-1	1	-8%
CCN1CCn2c3c(c4cc(Cl)ccc42)CCCC31 (configuration not stated)	1%	-10%	-7%	-1.6%	5%	-11%	-3	3	2%
O=c1c2c(nc3nc(CCc4ccccc4)[nH]n13)CCC2	2%	-6%	-6%[57.1 µM]	-0.9%	19%	-19%	-1	-3	-4%
COc1ccc(NC2(c3ccc(Cl)cc3)C(=O)c3ccccc3C2=O)cc1	1%	1%	-10%	2.1%	2%	-19%	4	0	7%
Cn1nc(-c2ccccc2)cc1NC(=O)C1CCCCC1	4%	7%	-2%	-5.0%	-1%	-7%	9	-1	0%
Cc1ccc([N+](=O)[O-])cc1NC(=O)CCSc1ccc(Cl)cc1	-6%	-3%	-5%	1.6%	-2%	-17%	6	-1	-4%
O=C(NCc1ccc2c(c1)OCO2)c1cc(Cl)ccc1Cl	4%	5%	14%	0.8%	11%	-19%	-6	1	-2%
CCn1c(SC(C)C)nnc1C1CCN(S(=O)(=O)c2ccc(OC)cc2)CC1	2%	2%	5%	0.4%	5%	-9%	7	-6	-6%
COC(=O)c1cc2n(n1)CCN(Cc1ccccc1Cl)C2=O	-1%	1%	-1%	-0.2%	3%	1%	1	-2	-3%
O=C1OC(c2ccccc2)=C/C1=C/c1cccs1	-1%	10%	-13%	-0.3%	2%	-23%	0	0	2%
CC(=O)Nc1ccc(Nc2nnc(-c3ccc(C)c(S(N)(=O)=O)c3)c3ccccc23)cc1	0%&-4%	5%&-2%	13%[57.1 µM]	0.4%&6.9%	9%&2%	1%&-18%	-2&1	-3&0	-7%&-3%
COc1ccc(/C=N/NC(=O)OC(C)(C)C)cc1OC	0%	-8%	-1%	-0.2%	20%	0%	-6	-5	3%
Cc1[nH]n(C(N)=S)c(=O)c1N=Nc1ccccc1C(F)(F)F	0%	-6%	-18%	0.0%	-13%	-16%	15	-10	0%
Cc1ccc(C)c(S(=O)(=O)Nc2ccc(S(=O)(=O)Nc3onc(C)c3C)cc2)c1	1%	2%	9%[57.1 µM]	2.7%	7%	-13%	-7	-5	0%
CCN(CC)c1nc(N2CCOCC2)c(C#N)c2c1CN(C)CC2	-9%	-4%	12%[57.1 µM]	1.2%	-3%	0%	-6	2	-2%
CCOC(=O)c1c(-c2cc(OC)c(OC)c(OC)c2)csc1N	u	-11%	x	x	2%	-11%	1	8	-5%
CCN(C(=O)c1cnc(NC(C)C)cc1C(F)(F)F)c1ccc(Cl)cc1Cl	-2%	4%	45%	-0.4%	7%	-12%	0	-1	-8%
CC(=O)NCCNC(=O)CCCc1nnc2n(C)c(=O)c3sccc3n12	-3%	-8%	11%	u	-7%	-13%	2	-2	-1%
O=C(CNC(=O)Cc1ccccc1)NCC(=O)OCC(=O)c1ccc(F)cc1	0%	7%	-16%[57.1 µM]	2.7%	4%	-3%	-7	1	-5%

Continued.
SMILES	Vif-APOBEC3G blk	Vif-APOBEC3F blk	TrxR1 substrate	RXFP1 ag	IDH1 R132H inh	USP1-UAF1 inh	PI4K2A block	LDHA inh	GRP78 ERSR act
Fc1cccc(-c2c(-c3ccccc3)ncc3cc(F)ccc23)c1	4%	-9%	0%	-0.1%	-4%	-24%	-5	3	-5%
CCOC(=O)C1=C(c2ccccc2)NC(SCC(=O)Nc2ccccc2C)=C(C#N)C1c1ccco1 (configuration not stated)	4%	1%	12%	-0.7%	0%	-23%	0	-3	-4%
COC(=O)C1=NN(c2ccc(C)cc2)C2(S1)SC(C(C)=O)=C(C)N2c1ccccc1 (configuration not stated)	-4%	1%	-2%	-0.3%	-4%	-2%	0	-4	-3%
COc1ccc(C(CNC(=O)Cc2ccc(Cl)cc2)N2CCOCC2)cc1 (configuration not stated)	-3%	-8%	6%	0.3%	0%	-3%	0	-3	-3%
